Compound activity from PubChem.
Neddyl block: cullin neddylation inhibition | AID 651699 | TR-FRET cullin neddylation, biochemical | P61081+Q13564 | 0.58% of 360,000 active | calls only at 25 µM; in the data active = inhibition above about 36%
Target sequence (P61081 whole entry, looked up): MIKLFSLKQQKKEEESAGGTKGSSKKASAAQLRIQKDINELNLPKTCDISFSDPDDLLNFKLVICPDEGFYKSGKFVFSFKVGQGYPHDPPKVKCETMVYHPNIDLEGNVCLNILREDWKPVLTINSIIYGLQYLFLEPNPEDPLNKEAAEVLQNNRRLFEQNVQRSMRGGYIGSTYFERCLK
Target sequence (Q13564 whole entry, looked up): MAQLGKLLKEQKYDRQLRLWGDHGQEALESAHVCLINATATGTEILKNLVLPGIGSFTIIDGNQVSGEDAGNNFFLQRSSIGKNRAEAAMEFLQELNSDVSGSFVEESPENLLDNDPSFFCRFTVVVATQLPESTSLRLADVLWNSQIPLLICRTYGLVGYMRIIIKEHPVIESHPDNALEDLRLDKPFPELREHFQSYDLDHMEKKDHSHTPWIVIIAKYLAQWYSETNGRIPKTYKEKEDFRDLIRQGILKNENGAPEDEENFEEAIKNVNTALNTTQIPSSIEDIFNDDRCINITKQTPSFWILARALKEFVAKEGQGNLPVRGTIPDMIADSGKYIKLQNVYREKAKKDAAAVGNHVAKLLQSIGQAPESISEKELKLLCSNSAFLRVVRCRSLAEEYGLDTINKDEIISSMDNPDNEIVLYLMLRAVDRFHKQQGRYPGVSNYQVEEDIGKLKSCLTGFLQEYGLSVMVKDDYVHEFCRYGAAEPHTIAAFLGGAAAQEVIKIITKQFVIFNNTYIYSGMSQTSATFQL
MsrA inhibitor: inhibitors of bovine MsrA. 0.75% of 360,000 active. inhibition, % at 15.5 µM. AID 651718. purified bovine MsrA, absorbance read-out; in the data active = inhibition above about 4.5%;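 also: 0% = vehicle wells with enzyme and 100% = reference inhibitor wells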
MLLE-PAM2 inh: inhibitors of microRNA-mediated deadenylation, human PABP1 MLLE binding; P11940; GST-MLLE / FITC-PAM2 fluorescence polarization; inhibition, % at 20 µM; 0.36% of 360,000 active; in the data active = inhibition above about 35%, passing the limit was not always enough;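 also: plate controls were DMSO wells with GST-MLLE for no effect and wells lacking GST-MLLE protein for full effect; some results filed as inactive read as strong as hits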
CSN deneddyl inh: blocks human CSN-mediated cullin deneddylation; inhibition, % at 12.5 µM; Q92905; Purified CSN, SCF-Nedd8-OG deneddylation, fluorescence polarization; 0.38% of 360,000 active;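 active = pattern-corrected inhibition above about 35%, with an unprinted fluorescence ratio check between 0.5 and 1.5, limit read from the data, passing the limit was not always enough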;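 also: 0% = enzyme with substrate and 100% = substrate without enzyme; some results filed as inactive read as strong as hits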
Target sequence (Q92905 whole entry, looked up, one chain of several): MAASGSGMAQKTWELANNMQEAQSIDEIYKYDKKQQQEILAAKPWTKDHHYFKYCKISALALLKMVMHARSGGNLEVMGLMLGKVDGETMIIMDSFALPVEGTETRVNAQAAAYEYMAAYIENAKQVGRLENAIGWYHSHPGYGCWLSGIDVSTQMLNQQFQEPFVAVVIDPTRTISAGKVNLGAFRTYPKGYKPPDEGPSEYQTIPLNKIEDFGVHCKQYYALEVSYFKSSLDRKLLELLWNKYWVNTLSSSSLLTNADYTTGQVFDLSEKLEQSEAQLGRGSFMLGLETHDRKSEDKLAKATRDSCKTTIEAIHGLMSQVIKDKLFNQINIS
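Assay system: Purified human Csn5 enzyme expressed in HEK293T cells | Amount: Enzyme 0.24 nM | Measured by: Fluorescence polarization readout | Medium: Tris/NaCl/DTT buffer, pH 7.5 | Compound dosing: One concentration, 12.5 µM, 0.25% DMSO | Times: 90 min incubation of compound, enzyme and substrate at room temperature | Control set: no-enzyme wells high, enzyme-with-substrate wells low | Read-out: % inhibition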
Rin1 Abl inh: inhibitors of human Rin1-Abl protein interaction; 0.4% of 360,000 active; inhibition, % at 7.35 µM; TR-FRET Rin1/Abl binding, biochemical; P00519+Q13671; AID 588664; in the data active = inhibition above about 5%, passing the limit was not always enough
Tb MetRS inh: Trypanosoma brucei MetRS inhibition | 0.4% of 360,000 active | inhibition, % at 11.9 µM | purified T. brucei MetRS, ATP depletion, Kinase-Glo luminescence;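 active = inhibition above a per-plate cutoff of the control wells' mean inhibition plus 3 SD, cut at about 5.5% in these data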;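 also: 0% = DMSO wells median and 100% = median of wells with control inhibitor compound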
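Assay system: T. brucei methionyl-tRNA synthetase, purified | Medium: HEPES buffer with MgCl2, KCl, DTT, spermine, BSA, pyrophosphatase | Compound: 11.9 µM single point | Incubation: 15 min enzyme-compound preincubation, 2 h reaction, 10 min detection, 25 °C | Measured by: Kinase-Glo luciferase luminescence reporting remaining unconsumed ATP | Measure: % inhibition normalized to control-well medians | Replication: Singlicate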
FAS TE block: inhibitors of human fatty acid synthase thioesterase domain; P49327; recombinant FAS-TE, OMFH fluorogenic substrate, fluorescence endpoint; inhibition, % at 15 µM; 0.67% of 360,000 active; AID 602261;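 active = compounds whose normalised, plate-corrected inhibition of enzyme fluorescence in the single-dose primary screen is 50% or more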;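 also: 0% = DMSO with enzyme and 100% = substrate without enzyme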
E coli Lon inh: E. coli protease La inhibition. P0A9M0. purified E. coli Lon protease, fluorescence polarization. inhibition, % at 7.94 µM. 0.42% of 360,000 active; in the data active = inhibition above about 13%, passing the limit was not always enough;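 also: 0% = enzyme with probe and DMSO and 100% = no enzyme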
MsrA act: bovine methionine sulfoxide reductase A activation | purified bovine MsrA, absorbance read-out | activation, % at 10.6 µM | 0.3% of 360,000 active | AID 602163; in the data active = activation above about 7.5%;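 also: 0% = vehicle and 100% = reference activator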
* hit, by the source's call; i = inactive; x = not tested or not shown.

Compound,Neddyl block,MsrA inhibitor,MLLE-PAM2 inh,CSN deneddyl inh,Rin1 Abl inh,Tb MetRS inh,FAS TE block,E coli Lon inh,MsrA act
Cc1ccc2cc3cc(C(=O)N4CC(C)CC(C)C4)oc3nc2c1 (configuration not stated),i,2.0,5,2,-3,0.4,82*,0,-1
CCOC(=O)N/N=C/c1c(C)nn(-c2cccc(C(F)(F)F)c2)c1Cl,i,1.7,8,5,-2,-0.1,10,-15,-1
Cc1ccc(S(=O)(=O)NCc2ccccc2)cc1C(=O)N1CCN(S(=O)(=O)c2ccccc2F)CC1,i,0.3,10,-7,-4,0.2,9,-7,-3
O=C(C1CCCN1S(=O)(=O)c1cccc2nsnc12)N1CCN(c2ccc(F)cc2)CC1 (configuration not stated),i,1.8,9,-3,0,-1.1,-1,4,-10
COc1ccc2c(c1)sc1nc(-c3ccccc3)cn12,i,-0.4,9,-2,-1,-1.7,15,13,-2
CC(=O)C(Cc1ccccc1)NC(=O)CN1CCN(Cc2ccccc2)CC1 (configuration not stated),i,-0.9,-16,-4,3,2.3,-4,-8,-3
CC(Sc1nc(N)cc(=O)[nH]1)C(=O)Nc1ccc(N2CCOCC2)cc1 (configuration not stated),i,-0.2,-13,1,0,-0.2,-8,10,2
Cc1[nH]c2ccccc2c1SCC(=O)NC1CCCCC1,i,2.2,-2,5,2,0.4,0,5,-1
CNCC(=O)Nc1c(C)n[nH]c1C,i,0.5,1,2,-1,-0.2,-9,-10,1
Cn1c(CNC(=O)CNC(=O)c2ccccc2)cc(=O)n(C)c1=O,i,-1.0,-10,3,0,0.2,-10,0,-2
O=C(CN1CCC(n2nnc3ccccc32)CC1)NCc1cccs1,i,-0.4,-4,5,3,0.5,-6,11,-3
O=C(NC(=S)N1CCN(C/C=C/c2ccccc2)CC1)c1ccco1,i,-0.3,-18,-4,2,-0.4,-5,-3,-2
CC1(C)Cc2nc3sc4c(OCc5ccccc5)ncnc4c3cc2CO1,i,-1.4,2,3,2,-0.1,6,2,0
Cc1cccc(C(=O)Nc2ccc(NC(=O)Cc3ccc(Cl)cc3)cc2)c1,x,1.5,-4,4,-1,-0.7,-8,25,-5
COc1ccc2[nH]c(=O)c(CN(C)C(=O)COc3ccccc3)cc2c1,i,0.3,-1,-2,4,-0.5,-4,-7,-4
Nc1cc[n+](CC(=O)Nc2ccccc2)cc1,i,-0.9,-8,-5,4,-0.3,-3,4,1
Clc1ccc(CN2CCN(/N=C/c3cccnc3)CC2)cc1,i,0.6,7,-1,4,1.0,-5,-5,-5
COc1cccc(NC(=O)Nc2nnc(CC(=O)Nc3ccccc3)s2)c1,i,0.2,-11,0,-1,1.0,3,-10,-1
CCOc1ccccc1NC(=O)COC(=O)c1nc2nccc(C)n2n1,i,1.0,-13,-3,-2,-0.1,-7,-1,-1
COC(=O)c1ccc(Cn2c(C)c(C(=O)NCc3ccc(C#N)cc3)sc2=O)o1,i,-0.9,8,-8,-1,-0.3,-3,-2,-1

Carrying on.
Compound,Neddyl block,MsrA inhibitor,MLLE-PAM2 inh,CSN deneddyl inh,Rin1 Abl inh,Tb MetRS inh,FAS TE block,E coli Lon inh,MsrA act
CCCc1[nH]nc2c1C(c1ccc(OCCN3CCOCC3)c(OC)c1)C(C#N)=C(N)O2 (configuration not stated),i,-1.0,-4,-1,3,0.0,-7,5,-4
CC(C)(C)NC(=O)c1ccncc1,i,-0.2,5,3,5,-0.2,-9,-4,-2
O=C(Nc1ccc(F)cc1)C(Sc1nnc2ccccn12)c1ccccc1 (configuration not stated),i,0.9,7,4,-4,-0.1,3,-4,3
Fc1ccccc1Cn1nnc2c(NCc3ccccn3)ncnc21,i,0.1,-1,5,-1,0.3,-6,2,-4
COc1ccc(O)c(CNn2c(-c3ccc(Br)cc3)nc3ccccc3c2=O)c1,i,0.5,18,-2,4,-0.6,2,9,-1
C=Cc1cccc(NC(=O)COc2ccccc2)c1,i,0.6,1,2,-1,-0.3,5,-6,1
Cc1ccc(S(=O)(=O)Cn2nnnc2C(C)N2CCN(C(=O)c3ccco3)CC2)cc1 (configuration not stated),i,-0.8,8,1,0,1.6,-5,-11,3
NS(=O)(=O)c1ccc(CNC(=S)NC2CCCC2)cc1,i,0.6,-65,4,2,0.0,-1,-5,-1
CC(C)CCNC(=O)c1ccc2c(c1)N(C)C(=O)c1ccccc1S2,i,0.0,7,3,1,-0.8,7,14,-2
COc1ccc(/C=N/NC(=S)Nc2ccccc2)cc1,i,4.9*,-1,-1,-1,-1.0,-9,10,-8
CC(C)C[C@H](NC(=O)Nc1cccc(Br)c1)C(=O)O,i,0.5,-20,2,1,-0.2,-8,-7,-7
Cn1cccc1C(=O)Nc1nccs1,i,-0.2,-3,5,0,-0.8,-13,-6,-7
Cc1ccc(C)c(NC(=O)CN(C)C(=O)c2ccncc2)c1,i,0.3,0,-1,-3,-0.1,-3,8,-3
CC(=O)Nc1cccc(C(=O)OCC(=O)NC(=O)c2ccccc2)c1,i,-1.7,10,-1,-3,-0.2,-5,-5,1
COc1ccc(CCNC(=O)c2cc(-c3ccco3)on2)cc1OC,i,-0.2,7,1,-2,-0.7,-3,-9,-5
CCOCCCNC(=O)Cn1ncc2c(=O)oc3ccccc3c21,i,1.1,2,-4,-6,0.1,2,0,-2
O=C(O)CCC(=O)NNC(=O)CCC(=O)NCc1ccccc1,i,-0.5,-7,-5,1,-1.1,-6,-3,-4
c1ccc(CNc2ncnc3nc[nH]c23)cc1,i,-0.5,-6,-1,3,1.6,0,4,-1
O=C(c1cc(COc2ccc3ncccc3c2)on1)N1CCCCCC1,i,0.3,4,-5,-5,0.0,3,9,-5
COc1ccc(-c2nn(-c3ccccc3C)cc2CNCc2cccnc2)cc1F,i,1.4,5,1,-3,0.1,8,-3,-2

Additional records:
Compound,Neddyl block,MsrA inhibitor,MLLE-PAM2 inh,CSN deneddyl inh,Rin1 Abl inh,Tb MetRS inh,FAS TE block,E coli Lon inh,MsrA act
COc1ccc(NC(=O)C2C(c3ccc4c(c3)OCO4)=Nc3ccccc3N2C(C)=O)cc1 (configuration not stated),i,2.3,x,-1,x,-0.6,x,x,x
CC1(C)OC(=O)N(Cc2ccco2)C1(C)O (configuration not stated),i,0.1,23,-5,2,0.0,-4,-5,-1
COc1ccc(C(C(=O)NC(C)(C)C)N(Cc2ccccc2)C(=O)CCC(=O)Nc2cc(C)on2)cc1 (configuration not stated),i,-1.2,-5,-4,2,-0.7,2,-7,-5
Cc1oc(-c2ccc(Cl)cc2)nc1CS(=O)CC(=O)NCCN1CCCCCC1 (configuration not stated),i,0.7,-7,0,-1,0.2,-1,-3,-1
Cc1cc2n(n1)C(c1c[nH]c3ccccc13)Nc1ccccc1-2 (configuration not stated),i,x,-4,1,-5,-0.2,-3,-10,-4
COc1cc(/C=N/n2c(-c3cc(C)[nH]n3)n[nH]c2=S)cc(OC)c1OC,i,0.8,-30,2,-2,0.3,-1,6,0
O=C(NCCN1CCOCC1)c1cc(-c2ccccc2Cl)nc2ccccc12,i,-0.7,-3,2,-6,-0.2,-12,-10,-1
C/C(=N\Oc1cccc(F)n1)c1ccc(Cl)cc1Cl,i,-0.3,4,-5,0,0.1,16,5,2
CC1=[N+]([O-])C(C)(C)CC(C)(C)c2ccccc21,i,1.8,9,-2,0,-1.5,-16,1,-10
Cc1ccc(C(=O)NNC(=O)C2CCN(S(=O)(=O)c3ccc(Cl)cc3)CC2)cc1,i,-0.3,-10,0,-1,-0.3,-9,-2,-7
Cc1ccccc1-c1cnc(C(O)c2c(C)ccc3ccccc23)[nH]1 (configuration not stated),i,0.0,-7,-1,5,-0.2,0,12,-4
C#Cc1ccc([C@H]2C=C(C(=O)N3CCN(Cc4ccc5c(c4)OCO5)CC3)O[C@@H](OCc3ccc(CO)cc3)C2)cc1,i,1.1,9,1,6,-0.3,4,-12,-6
COc1ccccc1C(=O)NNC(=S)NC(=O)c1cccs1,i,3.4,30,2,1,-0.3,0,-1,-4
CC(=O)Nc1ccc(C(=O)OCc2ccc(F)cc2)cc1,i,0.0,-3,2,0,-1.0,3,-3,-7
Cc1cc(C)nc(NS(=O)(=O)c2ccc(NC(=O)Cn3c(=O)oc4ccccc43)cc2)n1,i,0.0,0,4,0,0.0,-6,0,0
Cc1onc(-c2ccccc2)c1C(=O)NCc1cccnc1,i,-1.4,-6,-2,-2,0.4,-4,-7,3
CCN(C(=O)CSc1nnc(NCc2ccccc2)s1)C1CCS(=O)(=O)C1 (configuration not stated),i,1.8,9,-6,1,1.6,-4,-1,-1
Cc1ccccc1-n1c(=O)n(Cc2ccccc2)c(=O)c2[nH]cnc21,i,-0.9,7,0,-1,0.3,-7,11,-4
O=c1[nH]c(SCc2ccccc2Cl)nc2c1CCCC2,i,0.3,9,4,2,-0.5,-5,-9,0
COc1cc(NC(=O)[C@H]2CSCN2C(=O)[C@@H]2CCC(=O)N2)cc(OC)c1OC,i,0.0,-1,3,-5,0.4,-7,-6,-2

Whole records as entered above. Screens in order: Neddyl block	MsrA inhibitor	MLLE-PAM2 inh	CSN deneddyl inh	Rin1 Abl inh	Tb MetRS inh	FAS TE block	E coli Lon inh	MsrA act
Record of O=c1[nH]c(SCc2ccccc2Cl)nc2c1CCCC2 → i	0.3	9	4	2	-0.5	-5	-9	0
Record of CC1(C)Cc2nc3sc4c(OCc5ccccc5)ncnc4c3cc2CO1 → i	-1.4	2	3	2	-0.1	6	2	0

(cont.)
Compound,Neddyl block,MsrA inhibitor,MLLE-PAM2 inh,CSN deneddyl inh,Rin1 Abl inh,Tb MetRS inh,FAS TE block,E coli Lon inh,MsrA act
Cc1cc(C(=O)NCCCc2ccccc2)no1,i,0.0,-3,-3,-7,0.2,0,-13,4
C[C@@H]1CN([C@H](C)CO)C(=O)CCCn2nncc2CO[C@H]1CN(C)C(=O)c1ccc2ccn(C)c2c1,i,-0.8,5,-5,0,0.3,-6,-5,-3
Cc1ccccc1/C(N)=N/O,i,1.5,4,-1,1,-0.8,-12,-6,-3
OC1(c2cccc(C(F)(F)F)c2)CCN(Cc2nnnn2Cc2ccccc2)CC1,i,0.8,-8,1,-4,0.5,24,-5,-2
S=C(NCc1ccccc1)NNc1ccccc1,i,0.7,-57,-2,-2,-0.5,-4,0,-3
CC1CCN(C(=O)CSC2=NS(=O)(=O)c3cc(F)ccc3N2)CC1,i,0.8,22,-4,0,-0.5,-7,-6,-6
O=C(NCC1COc2ccccc2O1)c1ccc(Br)s1 (configuration not stated),i,-0.9,8,-5,-2,0.6,8,1,5
N#CCCN(C1CCCCC1)S(=O)(=O)c1cccc2nsnc12,i,-0.7,-9,-6,-3,-0.6,-8,4,-4
COCCCN1C(=O)C(=O)/C(=C(/O)c2ccc(S(=O)(=O)N3CCOCC3)cc2)C1c1ccc(F)cc1 (configuration not stated),i,1.6,10,6,3,0.7,-6,-5,0
CCO[C@H]1OC(C(=O)N2CCCCCCC2)=C[C@@H](C)[C@@H]1CCCO,i,-0.5,-6,0,-1,-0.2,-6,-2,-2
COc1ccc(OC)c(CCNC(=O)c2ccc(CS(=O)(=O)c3ccc(Br)cc3)o2)c1,i,0.0,11,-2,-3,0.9,3,-4,-1
COCCn1c(SCc2nc(N)nc(Nc3ccccc3C)n2)nc2ccccc2c1=O,i,x,-3,4,2,-0.2,5,-6,-3
O=C1CC(Sc2nnc(-c3ccccc3)o2)C(=O)N1c1ccccc1 (configuration not stated),i,-0.6,-22,-3,3,-0.6,-6,0,-9
